Screening data deposited in PubChem BioAssay by several laboratories.
UTI89 phage lysis = inhibition of K1F phage lysis, E. coli UTI89, bacterial capsule biogenesis inhibitors, alamar blue (AID 488966) | E. coli UTI89 K1F phage lysis, alamar blue, 2 h; higher % means a stronger effect | one-dose inhibition, % at 100 µM; IC50 in µM for titrated hits | 340,000 tested, 0.02% active;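 active = phage lysis inhibition, versus mean bacterial control, above a set limit; inconclusive = no clear call, values can overlap the other calls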;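 also: capsule biogenesis inhibitors block K1F phage lysis so surviving cells raise fluorescence; higher fluorescence means more inhibition of phage lysis; actives were called in the ten point dose series up to 300 µM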
TNAP activation fold = human TNAP enzyme activators, primary screen, biochemical, luminescent, no phosphate acceptor, uHTS (AID 1001) | Alkaline phosphatase, tissue-nonspecific isozyme (Homo sapiens) | purified TNAP, luminescent activation assay, no phosphate acceptor; higher activation fold means a stronger effect | activation fold at 20 µM, or EC50 in µM where a hit was titrated | 200,000 tested, 0.03% active; in the data active = activation fold from about 3, or a potency from the dose series; inactive = the rest, 99 in 100 with activation fold below about 1.6; also: many of its hits are not listed in these tables
human PMI inhibitors = human PMI inhibitors, high substrate, primary screen, biochemical, fluorescence intensity, high mannose 6-phosphate (AID 1220). Mannose-6-phosphate isomerase (Homo sapiens). recombinant PMI enzyme, coupled fluorescence intensity; higher % means a stronger effect. inhibition, % at 20 µM, or IC50 in µM where a hit was titrated. 190,000 tested, 0.66% active
human PMI inhibition = inhibitors of human PMI, primary screen, biochemical, fluorescence intensity, coupled assay (AID 1209); Mannose-6-phosphate isomerase (Homo sapiens); purified PMI enzyme, coupled fluorescence intensity; higher % means a stronger effect; one-dose inhibition, % at 20 µM; IC50 in µM for titrated hits; 190,000 tested, 0.42% active;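 also: plate controls were DMSO vehicle for no effect and wells lacking substrate for full effect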
P. falciparum M1AAP = P. falciparum M1AAP inhibitors, biochemical, fluorogenic H-Leu-NHMec substrate, 1536-well (AID 1445). 220,000 tested, 0.42% active. recombinant M1AAP, H-Leu-NHMec fluorogenic kinetic assay; higher % means a stronger effect. inhibition, % at 30 µM, or IC50 in µM where a hit was titrated;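 active = primary inhibition above the hit cutoff, then over 50% inhibition at one or more dose response concentrations, cut at about 23% in these data, passing the limit was not always enough; inconclusive = conflicting primary data, or primary hits not chosen for dose response; inactive = low primary inhibition, or under 50% at every dose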;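 also: plate controls were DMSO full reaction for no effect and no enzyme background for full effect; strong numbers were not always called active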
West Nile virus CPE = West Nile virus antiviral activity, cell-based, CPE readout (AID 1621) | West Nile virus-infected cells, CPE inhibition; higher % means a stronger effect | CPE inhibition, % at 10 µM; hits with a dose series show IC50 in µM | 290,000 tested, 0.02% active; in the data active = a potency from the dose series; inconclusive = CPE inhibition mostly from about 3.7% at the one dose, without a potency; inactive = the rest, 99 in 100 with CPE inhibition below about 2.2%; also: strong numbers were not always called active
M17LAP inhibition = P. falciparum M17LAP inhibitors, primary screen, biochemical, fluorogenic H-Leu-NHMec substrate, 1536-well (AID 1619). recombinant M17LAP, H-Leu-NHMec fluorogenic kinetic assay; higher % means a stronger effect. inhibition, % at 30 µM, or IC50 in µM where a hit was titrated. 220,000 tested, 0.38% active;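 active = compound inhibiting the enzyme by more than half at any dose during confirmatory dose-response retesting; inconclusive = strong single-dose inhibitors picked by rank but not retested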;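 also: plate controls were full reaction with DMSO carrier for no effect and no enzyme background for full effect; strong numbers were not always called active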
RSV antiviral HEp-2 = RSV antiviral activity via CPE protection, HEp-2 cells, primary 10 µM value included (AID 2391) | HEp-2 cells, RSV-induced CPE inhibition; higher % means a stronger effect | 310,000 tested, 0.13% active | one-dose CPE inhibition, % at 10 µM; IC50 in µM for titrated hits; in the data active = a potency from the dose series; inconclusive = CPE inhibition mostly from about 23% at the one dose, without a potency; inactive = the rest, 99 in 100 with CPE inhibition below about 21%; also: strong numbers were not always called active
T cell modulator = modulators of CD8 T cell-vesicle binding, primary screen, mouse 2C CD8+ T cells, flow cytometry. AID 2052, 2009. calls only at 7 µM. 330,000 tested, 0.068% active. 2C CD8+ T cell-vesicle binding; hits give low values;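 active = response, share of CD8 T cells binding vesicles, and their 90th percentile fluorescence all below set limits, cut at about 80% in these data, passing the limit was not always enough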
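Test system: purified 2C TCR transgenic mouse naive CD8+ T cells. Probe or stimulus: QL9-peptide-loaded Drosophila micro-vesicles bearing Ld, ICAM-1 and B7-1. Incubation: binding step 1.5 h, 37 °C, antibody labelling 20 min, ice. Measured by: flow cytometry of vesicle-bound cells.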
T cell modulator vesicle-bound % = also measured in T cell modulator; calls as there; double positive events, %; measured here: CD8+ vesicle-bound cell fraction;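 binding gate set so that unloaded-vesicle control wells show 10% double positive cells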
Starred values were filed as active, the others as inactive; i = inactive; ? = inconclusive; nt = not tested or not shown; [ ] = another dose, or the depositor's remark. Rule as the data show it, unless noted: active = inhibition above about 50%; inactive = the rest.

SMILES	UTI89 phage lysis	TNAP activation fold	human PMI inhibitors	human PMI inhibition	P. falciparum M1AAP	West Nile virus CPE	M17LAP inhibition	RSV antiviral HEp-2	T cell modulator	T cell modulator vesicle-bound %
Cc1nnc(SCc2ccc(Cl)c(Cl)c2)s1	6.0%	1.1	9.3%	10.7%	3.8%	-1.1%	1.0%	3.5%	i	70.1
COc1cccc(CN2CC(C(=O)NCCn3cccn3)CCC2=O)c1 (stereo not drawn)	-0.2%	nt	nt	nt	nt	0.0%	nt	2.1%	i	19.3
CC(C)(C)c1nnc(N/N=C/c2ccc(O)cc2)n(N)c1=O	0.7%[50 µM]	1	15.8%	5.6%	12.5%	0.8%	25.8%	1.6%	i	53.4
COc1ccc(NS(=O)(=O)c2cn(C)cn2)cc1	0.4%	nt	nt	nt	1.8%	0.5%	-3.9%	0.4%	i	58.7
CC(C)(C)c1cc(C(=O)NCC(=O)OCC(=O)c2cccc([N+](=O)[O-])c2)cc(C(C)(C)C)c1	2.5%	1.1	8.0%	9.2%	2.5%	0.0%	0.2%	3.5%	i	31.3
CCn1cnc2c1c(=O)n(CC(=O)NCC(C)C)c(=O)n2Cc1ccccc1	0.0%	nt	nt	nt	nt	-0.5%	nt	1.3%	i	31.9
Cc1ccc(CN2CC(C(=O)Nc3cc(S(C)(=O)=O)ccc3Cl)CC2=O)cc1 (stereo not drawn)	0.6%	1.1	7.7%	11.2%	5.2%	-0.1%	-7.5%	0.7%	i	57.1
Cc1oc2c(c1C(=O)c1ccc(Cl)cc1)C(=O)C(=O)c1ccccc1-2	0.0%	0.9	nt	63.9%*	-0.7%	nt	11.4%	nt	nt	nt
CC1CCN(C(=O)COc2ccc(Nc3ccccc3)cc2)CC1	0.0%	1.1	19.7%	3.8%	15.2%	-1.5%	-0.9%	13.4%	i	23.8
Oc1ccc(N=Nc2cccc(Cl)c2)cc1C=Nc1ccc(N2CCOCC2)cc1	6.5%	0.8	33.1%	19.6%	3.2%	-0.6%	10.7%	nt	nt	nt
COc1ccccc1CNC(=O)COc1ccccc1OC	0.3%	1	11.5%	11.6%	8.0%	-0.1%	3.4%	0.3%	i	35.4
CC(C)NC(=S)N/N=C1\CCCCc2ccccc21	-0.1%	1.1	-9.1%	0.7%	0.2%	-1.1%	-0.1%	-1.9%	i	42.6
COc1ccc(C2=NN(C(=O)c3ccccc3)C(c3ccc(OC)c(OC)c3)C2)c(OC(C)=O)c1 (stereo not drawn)	-0.1%	nt	nt	nt	nt	-1.6%	nt	4.3%	i	46.7
CSc1nc2ccc(S(N)(=O)=O)cc2s1	0.1%	1.1	11.6%	-2.9%	-1.5%	-0.2%	9.3%	1.2%	i	38.6
O=C(NCC(c1cccnc1)N1CCN(c2ccc(F)cc2)CC1)c1ccccc1 (stereo not drawn)	0.1%	1.1	0.9%	5.0%	3.4%	-0.3%	-1.2%	-0.2%	i	22.0
C/C=C/C(=O)Nc1cccc(C2=NOC3(C2)C[C@@H](C(N)=O)N(C(=O)/C(C)=C/C)C3)c1 (stereo partly drawn)	2.1%	nt	nt	nt	-1.2%	0.0%	11.0%	2.8%	i	33.0
CCOc1ccc(-n2c(SCc3nc(-c4cccs4)no3)nnc2-c2ccncc2)cc1	2.2%	1.1	9.4%	16.5%	8.0%	0.0%	0.1%	0.9%	i	49.7
CCOc1ccc(NS(=O)(=O)c2c(C)nc3sccn3c2=O)cc1	1.9%	nt	nt	nt	nt	-1.2%	nt	0.2%	i	39.2
COc1ccc(/C=C2\CC/C(=C\c3ccc(OC)cc3OC)C2=O)c(OC)c1	0.3%	1	13.5%	11.7%	2.7%	-0.6%	14.7%	4.4%	i	24.5
Cc1onc(-c2ccccc2Cl)c1C(=O)Nc1nnc(C(C)C)s1	5.4%	1.2	8.0%	5.4%	-2.2%	0.3%	-1.7%	0.5%	i	34.8
COc1ccc(NC(=O)CCC(=O)N2CCCC2)c([N+](=O)[O-])c1	1.6%[50 µM]	nt	nt	nt	nt	-0.5%	nt	0.7%	i	0.0
O=[N+]([O-])c1ccccc1S(=O)(=O)NCCC1=CCCCC1	0.1%	1.1	9.8%	9.8%	6.3%	nt	-8.1%	4.4%	i	30.6
CC(=O)Nc1nnc(SCc2cccc(F)c2)s1	-0.3%	1.1	-4.6%	2.9%	3.0%	nt	0.8%	2.1%	i	33.6
N=c1c(C(=O)NC2CCCC2)cc2c(=O)n3ccccc3nc2n1CCN1CCOCC1	3.8%	1.1	19.7%	20.0%	12.5%	-0.1%	-101.3%	0.0%	i	57.3
O=C(c1ccc(Cl)c([N+](=O)[O-])c1)N1CCCc2ccccc21	0.3%	nt	nt	nt	nt	-0.8%	nt	0.9%	i	61.5

Other records.
SMILES	UTI89 phage lysis	TNAP activation fold	human PMI inhibitors	human PMI inhibition	P. falciparum M1AAP	West Nile virus CPE	M17LAP inhibition	RSV antiviral HEp-2	T cell modulator	T cell modulator vesicle-bound %
CSc1ccccc1NC(=O)c1ccc(Cl)s1	8.4%	1.1	-9.1%	0.9%	0.6%	0.5%	-0.3%	4.3%	i	46.9
O=C(Oc1cccc(NC(=O)c2ccccc2Cl)c1)c1ccc([N+](=O)[O-])cc1	1.2%	1.1	4.6%	8.0%	2.8%	-0.1%	-1.5%	0.9%	i	33.3
Cc1ccc(C)c(S(=O)(=O)NC(CCC(N)=O)C(=O)O)c1 (stereo not drawn)	0.1%	1.2	-4.8%	-7.4%	nt	0.5%	nt	2.7%	i	7.0
CN(C(=O)CSc1nnn(C)n1)c1ccccc1	0.7%[50 µM]	nt	nt	nt	nt	0.0%	nt	0.9%	i	23.7
COc1ccc(CN(C(=O)c2cnccn2)C(C(=O)NC(C)(C)C)c2cc(OC)c(OC)c(OC)c2)cc1 (stereo not drawn)	3.1%	1.1	2.5%	-1.4%	1.2%	0.1%	3.4%	0.2%	i	31.7
COc1ccc(NC(=O)c2nc[nH]c2C(=O)N[C@@H](C)C(=O)OC(C)(C)C)cc1	0.2%	nt	nt	nt	-0.1%	-0.3%	-12.6%	1.8%	i	7.8
CCC(CC)C(=O)N1CC(=O)Nc2ccc(C)cc2C1c1ccccc1 (stereo not drawn)	0.2%	nt	nt	nt	nt	-0.5%	nt	4.0%	i	59.8
CCCCC(C(=O)N/N=C/c1ccccn1)C(=O)N/N=C/c1ccccn1	1.6%	nt	nt	nt	14.4%	0.2%	-6.4%	0.1%	i	48.9
CCOC(=O)c1cccc(NC(=O)C2(S(=O)(=O)c3ccc(Cl)cc3)CC2)c1	0.2%[50 µM]	1.2	-8.0%	-2.4%	-1.1%	-1.3%	-2.4%	-0.1%	i	30.7
O=S(=O)(c1ccc(Br)cc1)n1c(Cc2ccccc2)nc2ccccc21	4.4%[50 µM]	1.1	-14.2%	-12.3%	4.0%	0.0%	10.1%	0.5%	i	0.0
Cn1nc(C(F)(F)F)c2cc(C(=O)Nc3ccc(F)cc3F)sc21	0.1%	1.1	-1.1%	0.0%	?	-0.5%	0.5%	2.9%	i	32.3
COc1ccc(S(=O)(=O)N2CCC(C(=O)NC3CC3)CC2)cc1Cl	0.3%	1.1	-3.7%	-2.5%	5.8%	0.1%	2.3%	2.8%	i	38.9
O=C(COC(=O)c1ccc(Cl)nc1)Nc1ccc(S(=O)(=O)N2CCCC2)cc1	0.0%	1.1	-11.9%	-2.2%	9.7%	0.3%	14.1%	1.6%	i	55.8
N#Cc1ccc(-c2csc(NC(=O)/C=C/c3cccs3)n2)cc1	1.4%	1	-2.4%	-7.9%	8.5%	-0.9%	5.9%	?	i	41.3
CCCCOc1ccc(C(=O)N/C(=C\c2cccc([N+](=O)[O-])c2)C(=O)OCCC)cc1	-0.2%	1.1	-3.0%	6.7%	3.0%	nt	5.3%	4.6%	i	20.8
Cc1ccc(-n2c(C)c3c(C)nnc(C)c3c2C)cc1N	0.2%	1.1	44.2%	9.7%	4.4%	0.2%	6.0%	0.8%	i	22.4
CN(CCN1CCc2ccccc2C1)Cc1nc(Cc2ccccc2F)no1	0.3%	1	1.8%	3.0%	-11.4%	-0.5%	-4.6%	nt	nt	nt
COC(=O)c1ccc(N2CCN(C)CC2)c(NC(=O)c2cccs2)c1	0.3%	nt	nt	nt	nt	?	nt	0.5%	i	15.3
CC1CC(C)CN(CCC(=O)Nc2ccc(Br)cc2)C1 (stereo not drawn)	0.6%	nt	nt	nt	nt	-0.9%	nt	-1.3%	i	8.2
CC1CCCN(C(=O)CN(C)S(=O)(=O)c2cccc3nsnc23)C1 (stereo not drawn)	0.1%	nt	nt	nt	nt	-0.3%	nt	3.5%	i	29.5
CC(=O)c1ccccc1OCCn1nnc(-c2ccc(C)cc2)n1	0.2%	1.1	2.2%	1.2%	-0.7%	-0.5%	12.1%	2.0%	i	18.8
Cc1csc2nc(CNS(=O)(=O)c3ccc4c(c3)OCCO4)cn12	1.6%	1	1.4%	0.4%	-2.8%	0.1%	12.1%	4.4%	i	31.2
Cc1ccc2c(=O)[nH]c(Nc3nc(C)cc(-c4ccccc4)n3)nc2c1	0.3%	nt	nt	nt	-2.3%	2.1%	3.6%	3.0%	i	43.3
CC(C)Sc1nc2c(c(=O)[nH]c(=O)n2C)n1Cc1ccc(Cl)cc1	0.0%	1.1	1.9%	-5.7%	2.4%	-0.3%	-12.1%	0.6%	i	36.6
Cc1ccc(C2=NN(C(=O)CSc3nccn3C)C(c3ccco3)C2)cc1 (stereo not drawn)	0.3%[50 µM]	nt	nt	nt	nt	-0.7%	nt	-0.2%	i	45.3
Cc1cccc(NC(=O)Cc2ccc(NC3=NC4CS(=O)(=O)CC4S3)cc2)c1 (stereo not drawn)	-0.1%	nt	nt	nt	nt	0.6%	nt	0.3%	i	13.4
COc1ccccc1N1CCN(C(=O)C(C)NC(=O)c2cccc([N+](=O)[O-])c2)CC1 (stereo not drawn)	0.1%	nt	nt	nt	nt	-0.4%	nt	5.7%	i	17.2
Cc1cc(C)cc(N(CCC(=O)O)S(=O)(=O)c2ccc(Cl)cc2)c1	1.2%	1	-2.1%	4.3%	-4.9%	-0.2%	-20.0%	2.4%	i	33.5
O=C(Nc1ccc(F)cc1)N1CCN(c2ccc3nnc(-c4ccc(F)cc4)n3n2)CC1	0.2%	1.1	15.2%	13.2%	8.3%	0.1%	12.2%	15.8%	i	51.7
NS(=O)(=O)c1ccc(CCNC(=S)NC2CCCC2)cc1	0.1%	1.1	2.0%	2.5%	8.1%	0.2%	12.1%	3.0%	i	56.3
